Bioassay records deposited in PubChem by National Center for Advancing Translational Sciences (NCATS).
EPAC1 ag: agonists of human EPAC1. O95398. EPAC1 agonist qHTS, biochemical assay; response scale: 100% = response to 6.5 mM cAMP. Potency, µM (series often up to 154 µM), without a hit: top-dose activation, hits mostly activators. 0.073% of 360,000 active. AID 720707; note: potency is the fitted concentration of half-maximal effect; nearly all actives have a fitted effect of over 60% in size
Target sequence (O95398 whole entry, looked up): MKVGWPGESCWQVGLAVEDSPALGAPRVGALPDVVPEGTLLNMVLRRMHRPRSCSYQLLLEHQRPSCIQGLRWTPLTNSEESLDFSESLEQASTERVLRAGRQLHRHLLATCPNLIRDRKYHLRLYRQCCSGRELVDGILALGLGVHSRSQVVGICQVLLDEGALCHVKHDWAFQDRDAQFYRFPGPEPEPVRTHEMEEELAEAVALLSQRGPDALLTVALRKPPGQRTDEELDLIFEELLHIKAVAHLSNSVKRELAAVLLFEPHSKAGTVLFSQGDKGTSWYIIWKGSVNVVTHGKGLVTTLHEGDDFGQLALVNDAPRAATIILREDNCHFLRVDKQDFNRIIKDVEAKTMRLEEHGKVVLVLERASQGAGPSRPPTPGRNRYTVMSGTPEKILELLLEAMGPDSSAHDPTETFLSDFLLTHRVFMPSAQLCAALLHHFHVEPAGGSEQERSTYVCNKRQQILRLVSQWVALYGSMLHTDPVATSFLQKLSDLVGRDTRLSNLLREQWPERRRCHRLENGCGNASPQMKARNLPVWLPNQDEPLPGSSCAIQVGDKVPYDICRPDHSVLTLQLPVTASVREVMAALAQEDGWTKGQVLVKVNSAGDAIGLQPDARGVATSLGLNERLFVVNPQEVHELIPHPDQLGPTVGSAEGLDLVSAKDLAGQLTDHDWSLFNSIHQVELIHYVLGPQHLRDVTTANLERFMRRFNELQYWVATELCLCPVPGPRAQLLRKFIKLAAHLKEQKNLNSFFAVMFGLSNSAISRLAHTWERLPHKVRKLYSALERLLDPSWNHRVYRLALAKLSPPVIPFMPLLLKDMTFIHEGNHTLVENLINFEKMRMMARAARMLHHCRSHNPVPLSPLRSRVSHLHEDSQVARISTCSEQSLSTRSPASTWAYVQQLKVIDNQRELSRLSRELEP
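Multi-concentration qHTS readout: loss of Rap1B-bound BODIPY-GDP fluorescence driven by 100 nM EPAC1 with excess GDP (50 uM), monitored kinetically at room temperature; agonist response expressed relative to 6.5 mM cAMP.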
GLP1R inv ag: acts as inverse agonist at human GLP-1 receptor. HEK293 GLP-1R CRE-luciferase, luminescence, 24 h; GLP-1R form is constitutively active. 1.6% of 410,000 active. AID 624417. Potency, µM (highest dose often 38.3 µM), for inactives: at the top dose activity change, negative = inhibition, actives largely listed as inhibitors; note: potency is the fitted concentration of half-maximal effect; % is set by controls: 0 for no effect and ±100 for the full control effect; nearly all actives have a fitted effect of over 55% in size
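Constitutively active GLP-1R drives a cAMP-responsive luciferase in stably transfected HEK293 cells; test compounds are added after overnight (12 h) attachment and left 24 hr, and signal loss in luminescence marks inhibition.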
GLP-1R agonist: agonists of human GLP-1 receptor; 0.007% of 380,000 active; HEK293 GLP-1R CRE-luciferase, luminescence, 4-6 h; cells express a hypersensitive GLP-1R form; Potency, µM (doses to about 45.6 µM), for the others: at the highest dose activation, hits mostly activators; P43220; AID 624172; note: potency is the fitted concentration of half-maximal effect; % of control where 0% means no effect
PLK1 PBD block: PLK1 (human) polo-box domain binding inhibition | Plk1 PBD binding of FITC phosphopeptide, fluorescence polarization | Potency, µM, without a hit: max response, negative = inhibition, hits mostly inhibitors | 2.8% of 360,000 active | AID 720504; note: potency is the fitted concentration of half-maximal effect; series mostly up to about 57 µM; % is set by controls: 0 for no effect and ±100 for the full control effect; nearly all actives have a fitted effect of over 65% in size
PI5P4Ka inh: PI5P4K alpha (human) kinase inhibition | P48426 | PI5P4Kalpha enzyme, ADP-Glo luminescence, 60 min; active compounds read low | max response, % | 1.2% of 330,000 active; active = max response of -50% or lower; inconclusive = between -30% and -50%; inactive = -30% or higher; note: value at the top dose of about 77 µM; % is set by controls: 0 for no effect and ±100 for the full control effect
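Reactions run in 0.038 M HEPES pH 7.4, 0.28 mM EGTA, 0.1% CHAPS and 5% DMSO, with PI5P4Kalpha, substrate, compound and 5 microM ATP final, one hour at room temperature. Readout is ADP-Glo luminescence.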
IL2 activator: activators of IL-2 | IL-2 activation reporter assay, cell-based qHTS; stimulated with anti-CD3/CD4/CD28 beads; in transgenic mouse T cells | activation, % (series mostly up to about 46 µM) | 0.065% of 360,000 active | AID 652025; in the data active = activation above about 50%; inconclusive = mostly about 30% to 49%; note: 0% is about no effect
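Quantitative HTS in unstimulated transgenic mouse T cells, with memory T cells as non-tolerant control and PMA/ionomycin as tolerance-bypass control. Compound pretreatment lasted 60 minutes before 18 h bead stimulation; EGFP/DsRed fluorescence read.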
EPAC1 antag: EPAC1 (human) antagonism; Potency, µM (top dose mostly 115 µM), inactives show top-dose activity change, negative = inhibition, actives largely listed as inhibitors; 0.14% of 360,000 active; EPAC1 GEF assay, Rap1b-BODIPY-GDP exchange fluorescence; AID 720709; O95398;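 note: potency is the fitted concentration of half-maximal effect; plate controls were vehicle for no effect and positive control for full effect; nearly all actives have a fitted effect of over 50% in size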
GLP1R cytotox: cytotoxicity counter-screen for GLP-1 receptor inverse agonists; HEK293 cAMP-luciferase reporter cells, luminescence, 24 h; Potency, µM (top dose mostly 38.3 µM), inactives show at the top dose activity change, negative = inhibition, actives largely listed as inhibitors; 0.13% of 410,000 active; AID 624418;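 note: loss of luciferase light is scored as toxicity; potency is the fitted concentration of half-maximal effect; % is set by controls: 0 for no effect and ±100 for the full control effect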
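Quantitative HTS format, 1536 wells, 200 cells/uL seeded. Compounds: 23 nL, 24 h, 37 °C. Detection: luciferase reagent, luminescence at 12 min RT; decreased signal taken as cytotoxic.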
PTHR1 agonist: PTHR1 (human) receptor agonism; Q03431; HEK293 GP2 PTHR1 cells, GloSensor cAMP luminescence, 1 h; Potency, µM (top dose mostly 115 µM), for the others: at the highest dose activation, actives largely listed as activators; 0.075% of 410,000 active; note: potency is the fitted concentration of half-maximal effect; nearly all actives have a fitted effect of over 55% in size; some results filed as inactive show a strong effect at the top dose; inactives centre near -15; many of its hits are not listed in these tables
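HEK-293-derived GP2 cells expressing PTHR1 and a GloSensor cAMP reporter, 3,000/well, plated overnight, given luciferin plus IBMX (each 0.5 mM as added) for 1 h at 37 °C, then compound for 1 h at 37 °C. Luminescence was read after 15 min at room temperature.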
Active calls of the source: *; i = inactive; ? = inconclusive; . = not tested or not shown; & = joins results of further samples; [ ] = another dose, or the depositor's remark. Unless noted, calls come from the whole dose curve; as a rule, active = well fitted curve in the direction sought with a large enough effect; inconclusive = small, poorly fitted or top-dose-only effect, or another doubt; inactive = no such curve, though single readings can be large; an effect the other way counts as inactive or inconclusive. Not all compounds are listed; count on the stated rates, not on these rows.

Fields: EPAC1 ag | GLP1R inv ag | GLP-1R agonist | PLK1 PBD block | PI5P4Ka inh | IL2 activator | EPAC1 antag | GLP1R cytotox | PTHR1 agonist
- O=S(=O)(Nc1ccc(OC(F)(F)F)cc1)c1cccc2nonc12
→ -1% | ? | 2% | -11% | 11 | -1.1 | -3% | -13% | -38%[inhibitor]
- CCOc1ccc2c(ccc(/C=C/c3cc(C)c4cccnc4c3O)[n+]2C)c1
→ 63µM* | ? | -30%[inhibitor] | -3% | -85* | -3.9 | 35µM* | 11µM* | -80%[inhibitor]
- Cc1cc(C)c(-c2cc(C(=O)Nc3c(C)n(C)n(-c4ccccc4)c3=O)[nH]n2)c(O)c1
→ 0% | -5% | -10% | 1% | . | -2.4 | 12% | -21% | i
- COc1ccc(/C=N/N2CCN(C3c4ccccc4-c4ccccc43)CC2)cc1OC
→ 13% | ? | 4% | -10% | -2 | -1.7 | 6% | 4% | i
- CC(=O)c1ccc(C(=O)N2CCC(CO)(Cc3cccc(C(F)(F)F)c3)CC2)cc1
→ -2% | ? | 5% | 3% | 1 | -2.7 | 10% | -4% | -24%
- Cc1ccn2cc(-c3ccc4c(c3)NC(=O)CO4)nc2c1
→ 7% | -20% | 5% | -10% | -1 | 0.9 | -4% | 3% | -32%[inhibitor]
- COC(=O)C1(CCSC)NC(c2ccc(O)c(OC)c2)C2C(=O)N(c3ccc(C)cc3)C(=O)C21 (stereo not drawn)
→ 2% | 8% | 8% | 8% | 1 | -0.2 | 6% | -1% | -24%
- CCCCC(=O)NCc1ccc(Cl)cc1
→ -4% | 0% | 0% | ? | 3 | 0.7 | -28% | 20% | i
- COc1ccccc1NC(=O)c1c(C)cc(=O)oc1C
→ -1% | -1% | -8% | 0% | . | -0.7 | 12% | 12% | -11%
- CC1CCc2onc(C(=O)NCc3ccco3)c2C1 (stereo not drawn)
→ -3% | 21%[7.66 µM] | -1% | 6% | -3 | 2.3 | 12% | -9%[7.66 µM] | i
- COC(=O)C1=C/CCCN(C(c2ccccc2)c2ccccc2)/C=C\1C(=O)OC
→ -10% | 6% | -2% | 0% | 0 | -2.6 | -19% | 2% | i
- O=Cc1ccc(OCCOc2ccc([N+](=O)[O-])cc2)cc1
→ -7% | 15% | -4% | -7% | 0 | -0.5 | -8% | 10% | ?
- CCN(CC)S(=O)(=O)c1cccc(C(=O)N/N=C2\CCCC(=O)C2)c1
→ 10% | 3% | 3% | -9% | -5 | 0.0 | 6% | 55%[activator] | i
- COc1ccc(C)cc1S(=O)(=O)N1CCN(S(=O)(=O)c2cc(C)ccc2OC)C(C)C1 (stereo not drawn)
→ -1% | ? | 0% | -8% | 2 | -4.1 | -12% | 15% | i
- O=C(/C=C/c1ccc(F)cc1)NCCc1ccc2c(c1)OCCO2
→ -2% | 8% | 17% | -3% | -2 | 0.9 | 17% | 4% | i
- O=[N+]([O-])c1ccc(-c2c[nH]c(=S)[nH]2)cc1
→ -4% | 1% | -5% | 7.5µM* | -77* | 0.0 | -10% | -3% | i
- COCc1nnc(NC(=O)CC(C)C)s1
→ 3% | 32%[activator] | -1% | -18% | 1 | -1.2 | 12% | -8% | -8%[57.5 µM]
- O=C(Nc1cccn(Cc2ccccc2)c1=O)NC1CCCCC1
→ 9% | 8% | -3% | -8% | . | -0.8 | 3% | 1% | i
- O=[N+]([O-])c1cc(C(F)(F)F)ccc1Sc1ccccn1
→ -3% | ? | 1% | -8% | 14 | 0.0 | -5% | -7% | i
- Cc1cc(NC(=O)c2ccco2)ccc1NC(=O)c1ccco1
→ 5% | 10% | 5% | -13% | 2 | 0.6 | 2% | 10% | i
- O=c1[nH][nH]cc1C=Nc1ccc(Cl)cc1
→ 0% | 2% | -1% | -2% | 1 | -0.8 | 14% | -2% | i
- NC(=O)c1cc(S(=O)(=O)N2CCCC2)ccc1OCCOc1ccccc1
→ 14% | 3% | 0% | -3% | 7 | -0.1 | -2% | 1% | -27%
- CC(C)Oc1ccc(CN2CCC2(C)C(=O)Nc2cnc3ccccc3c2)cc1 (stereo not drawn)
→ 3% | ? | 23% | -10% | 12 | -0.7 | -26% | 5% | i
- CN(Cc1ccccc1)S(=O)(=O)c1ccc(NC(=S)NC(=O)C2CCCCC2)cc1
→ 0% | 2.5µM* | 3% | -20% | 2 | -2.7 | ? | 5% | -60%[inhibitor]
- O=C(Nc1ccc(Cl)cc1)NC1CCCCC1Cc1ccco1 (stereo not drawn)
→ 9% | 10µM* | -13% | -8% | 2 | -0.3 | -14% | -30% | -18%[57.5 µM]
- COc1ccc(-c2csc(C(C)(NC(C)=O)c3ccccc3)n2)cn1 (stereo not drawn)
→ 3% | 7% | 25% | -1% | -8 | 0.3 | 5% | 2% | -18%
- Cc1ccc(O)c(Nc2nc(-c3ccccc3)nc3ccccc23)c1
→ 0% | 5% | 1% | -6% | 4 | 1.0 | -3% | 7% | i
- COc1ccc(CNc2ccc(N3CCN(C(C)=O)CC3)cc2)cc1OC
→ -1% | . | 7% | . | . | -0.2 | 7% | . | -24%
- O=c1cc(N2CCN(c3ccccc3Cl)CC2)[nH]c(=O)n1Cc1ccc(F)cc1
→ -3% | ? | 5% | -8% | -14 | -0.3 | -11% | ? | -14%
- COc1cccc(NC(=O)Nc2cc(C(=O)O)ccc2N2CC3CC(C2)c2cccc(=O)n2C3)c1 (stereo not drawn)
→ 0% | 2% | 2% | -4% | 1 | -2.3 | 15% | -2% | -30%

Continued; the last four above are carried over.
Fields: EPAC1 ag | GLP1R inv ag | GLP-1R agonist | PLK1 PBD block | PI5P4Ka inh | IL2 activator | EPAC1 antag | GLP1R cytotox | PTHR1 agonist
- Cc1ccc(O)c(Nc2nc(-c3ccccc3)nc3ccccc23)c1
→ 0% | 5% | 1% | -6% | 4 | 1.0 | -3% | 7% | i
- COc1ccc(CNc2ccc(N3CCN(C(C)=O)CC3)cc2)cc1OC
→ -1% | . | 7% | . | . | -0.2 | 7% | . | -24%
- O=c1cc(N2CCN(c3ccccc3Cl)CC2)[nH]c(=O)n1Cc1ccc(F)cc1
→ -3% | ? | 5% | -8% | -14 | -0.3 | -11% | ? | -14%
- COc1cccc(NC(=O)Nc2cc(C(=O)O)ccc2N2CC3CC(C2)c2cccc(=O)n2C3)c1 (stereo not drawn)
→ 0% | 2% | 2% | -4% | 1 | -2.3 | 15% | -2% | -30%
- O=S1(=O)CC(N2CCN(CC3CC3)CC2)CN1Cc1cn(Cc2ccccc2C(F)(F)F)nn1 (stereo not drawn)
→ -6% | -12% | 5% | -3% | 4 | 2.7 | 1% | 1% | -23%
- Cc1ccc(S(=O)(=O)NC(C)C(=O)NCc2ccc(Cl)cc2)cc1 (stereo not drawn)
→ 6% | -23% | -4% | 2% | 7 | 0.7 | -22% | -4% | -28%
- Cc1csc(NC(=O)CNC(=O)OCc2ccccc2)n1
→ -7% | -9% | -5% | -6% | -4 | -0.8 | 0% | 6% | -14%[57.5 µM]
- COc1ccc(N2CCN(C(=O)Cc3ccc(Cl)cc3)CC2)cc1
→ 5% | ? | 15% | -6% | -6 | 1.2 | 10% | 0% | -23%
- CCCCNC(=S)NNC(=O)c1csc(C(C)C)c1
→ 5% | ? | 6% | -12% | . | -1.9 | -3% | 1% | i
- CCOC(=O)CCCOC(=O)c1ccc(S(=O)(=O)N(C)C)cc1
→ 2% | 5% | 4% | -25% | 1 | -1.4 | 8% | -3% | i
- O=C(NCc1cccs1)C1CCN(S(=O)(=O)c2ccc3c(c2)OCCO3)CC1
→ 2% | 10% | 2% | -4% | . | -0.7 | 1% | 4% | -5%[57.5 µM]
- CC(=O)OCC1=C(C(=O)O)N2C(=O)[C@@H](NC(=O)Cc3cccs3)[C@H]2SC1
→ -2% | 9% | -3%&2% | ? | ? | -0.7 | -17% | 11% | -15%
- CCC(C)Sc1nnc(CNC(=O)C23CC4CC(CC(C4)C2)C3)n1C1CCCCC1 (stereo not drawn)
→ -4% | ? | 4% | -2% | 12 | -2.2 | -5% | 29% | -10%
- Cc1ccc(NC(=O)c2cc(S(=O)(=O)N3CCCCC3)c[nH]2)cc1C
→ -6% | -2% | 11% | 4% | -6 | -1.1 | -2% | -12% | -36%[inhibitor]
- CC(C)(C)c1cc(N)n(-c2ccc(C(=O)O)cc2)n1
→ 1% | 3%[7.66 µM] | 1% | -27% | 1 | -0.2 | 1% | -3%[7.66 µM] | -8%
- CCC(CO)Oc1cc(NCc2ccc(C(=O)O)cc2)c2ncn(C(C)C)c2c1 (stereo not drawn)
→ 2% | 19% | -4% | -26% | -19 | -0.4 | -5% | 3% | 11%
- COc1ccc(/C=C2\CCn3c2nc2ccccc2c3=O)cc1OC
→ -1% | 34%[activator] | 6% | 0% | 4 | -0.5 | -8% | 4% | -21%
- CC(=O)Nc1cccc(-c2ccnc3c2CC(C)(C(=O)Nc2cccc(Oc4ccccc4)c2)O3)c1 (stereo not drawn)
→ -2% | ? | 2% | 3% | 3 | -1.0 | -6% | ? | i
- COc1ccc(CN(C)C(=O)c2cnc(OC)cc2C(F)(F)F)c(OC)c1
→ 3% | 1% | -4% | -2% | 3 | -0.3 | 1% | -1% | -18%
- Cc1nc2ccc([N+](=O)[O-])cc2c(=O)n1Cc1ccc(Br)cc1
→ 8% | 59%[activator] | -6% | -13% | -1 | -1.3 | 3% | -10% | -23%
- COc1ccc(S(=O)(=O)NCc2ccco2)cc1N(C)S(=O)(=O)c1ccccc1
→ -4% | -18% | 6% | -3% | -2 | -3.7 | 19% | -4% | -8%
- Cn1c(CCN2CCCC2)nc2cc(NS(=O)(=O)c3ccc(F)cc3)ccc21
→ -9% | -8% | -3% | 3% | -12 | -1.1 | 2% | -4% | -25%
- CCCOC(=O)Cc1n[nH]c(=O)[nH]c1=O
→ -2% | 11% | -22% | -16% | 0 | -1.4 | 15% | -3% | i
- CCCCc1n[nH]c2c1/C(=N/O)CC(C)(C)C2
→ -3% | 11% | 1% | -9% | -3 | -0.2 | -8% | -9% | -5%
